Akt phos inh = HTS Assay for Inhibitors of Akt Phophorylation: Primary Screen; AID 651550, 2012; Neuro2A IGF-stimulated pAkt S473 HTRF, 20 min; stronger effect = lower value; activity change, % for hits at 50 µM; 0.32% of 360,000 active; in the data active = activity change below about -80%; inconclusive = mostly about -51% to -80%; note: % is set by controls: 0 for no effect and ±100 for the full control effect
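Single-point screen (50 µM final compound) in Neuro2A cells stimulated 20 min with 6 nM IGF at 37 deg C. After lysis, Ser473-phosphorylated Akt read by HTRF (ex 330 nm, em 615/665 nm) as the 665/615 ratio.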
aSyn rescue = qHTS of alpha-syn Inhibitors; AID 652106, 2013; 0.14% of 370,000 active; Potency, µM (highest dose often 46.1 µM), for the others: at the top dose growth rescue (activation), usual class: activators; Yeast expressing alpha-synuclein, growth rescue, BacTiter-Glo, 24 h; note: potency is the fitted concentration of half-maximal effect; % of control where 0% means no effect; nearly all actives have a fitted effect of over 65% in size
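Galactose-induced alpha-syn yeast (OD600=0.02, raffinose-pregrown) + pinned cpd, 24 hr, 30 deg C; growth by BacTiter-Glo luminescence. Growth restoration scores as activation.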
GLP-1R inv ag = qHTS of GLP-1 Receptor Inverse Agonists (Inhibition Mode) | Glucagon-like peptide 1 receptor (Homo sapiens), P43220 | HEK293 GLP-1R CRE-luciferase, luminescence, 24 h; GLP-1R form is constitutively active | Potency, µM (doses to about 38.3 µM), inactives show at the top dose activity change, negative = inhibition, hits mostly inhibitors | 1.6% of 410,000 active | AID 624417, 2012; note: potency is the fitted concentration of half-maximal effect; % is set by controls: 0 for no effect and ±100 for the full control effect; nearly all actives have a fitted effect of over 55% in size
Target sequence (P43220 whole entry, looked up): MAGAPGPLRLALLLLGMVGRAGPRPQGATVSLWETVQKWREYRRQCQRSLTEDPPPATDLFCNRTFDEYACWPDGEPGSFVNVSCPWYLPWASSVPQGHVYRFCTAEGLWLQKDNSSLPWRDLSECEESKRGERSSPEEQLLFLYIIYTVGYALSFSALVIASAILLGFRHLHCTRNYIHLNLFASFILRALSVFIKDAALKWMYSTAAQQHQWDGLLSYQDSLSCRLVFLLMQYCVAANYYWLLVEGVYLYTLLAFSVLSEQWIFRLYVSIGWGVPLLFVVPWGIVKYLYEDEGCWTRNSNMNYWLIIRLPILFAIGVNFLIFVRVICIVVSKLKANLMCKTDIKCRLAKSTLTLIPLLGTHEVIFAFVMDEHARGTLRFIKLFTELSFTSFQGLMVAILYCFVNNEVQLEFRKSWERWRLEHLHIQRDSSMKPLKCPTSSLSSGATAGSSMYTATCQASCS
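Stable HEK293 clone (constitutively active GLP-1R + cAMP-response luciferase); 200 cells/uL plated, 12 h pre-culture, compound 24 hr, 37 deg C/5% CO2; detection reagent 12 min RT; luminescence.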
Mm-Cpn inhibitor = Inhibitors of TCP-1 ring complex (TRiC) of Methanococcus maripaludis (MmCpn): qHTS | Potency, µM (top dose mostly 76.9 µM), inactives show at the highest dose activity, negative = inhibition, hits mostly inhibitors | AID 504842, 2011 | purified Mm-Cpn ATPase, ADP Transcreener TR-FRET | 0.031% of 330,000 active | Chaperonin Mm-Cpn (Methanococcus maripaludis); note: potency is the fitted concentration of half-maximal effect; % is set by controls: 0 for no effect and ±100 for the full control effect; nearly all actives have a fitted effect of over 80% in size
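Eu-cryptate anti-ADP/ADP-d2 competition gives a ratio inversely related to ADP. Enzyme at 25 nM was pre-exposed to compound for 10 min, then given 10 uM ATP for 30 min, 37°C throughout.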
GLP1R cytotox = qHTS of GLP-1 Receptor Inverse Agonists: Cytotox Screen. Potency, µM (highest dose often 38.3 µM), without a hit: at the top dose activity change, negative = inhibition, hits mostly inhibitors. 0.13% of 410,000 active. AID 624418, 2012. HEK293 cAMP-luciferase reporter cells, luminescence, 24 h;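 note: loss of luciferase light is scored as toxicity; potency is the fitted concentration of half-maximal effect; % is set by controls: 0 for no effect and ±100 for the full control effect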
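Step one: seed cells (200 cells/uL, DMEM with 10% Nu serum, 1% pen-strep). Step two: 12-hour incubation at 37 deg C. Step three: pin 23 nL compound, incubate 24 hr. Step four: add luciferase reagent, read luminescence 12 min later.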
PTHR1 ag = qHTS for PTHR1 Agonists: Primary Screen; 0.075% of 410,000 active; Parathyroid hormone/parathyroid hormone-related peptide receptor (Homo sapiens), Q03431; Potency, µM (doses to about 115 µM), inactives show at the top dose activation, actives largely listed as activators; HEK293 GP2 PTHR1 cells, GloSensor cAMP luminescence, 1 h; note: potency is the fitted concentration of half-maximal effect; nearly all actives have a fitted effect of over 55% in size; some results filed as inactive show a strong effect at the top dose; inactives centre near -15; many of its hits are not listed in these tables
Target sequence (Q03431 whole entry, looked up): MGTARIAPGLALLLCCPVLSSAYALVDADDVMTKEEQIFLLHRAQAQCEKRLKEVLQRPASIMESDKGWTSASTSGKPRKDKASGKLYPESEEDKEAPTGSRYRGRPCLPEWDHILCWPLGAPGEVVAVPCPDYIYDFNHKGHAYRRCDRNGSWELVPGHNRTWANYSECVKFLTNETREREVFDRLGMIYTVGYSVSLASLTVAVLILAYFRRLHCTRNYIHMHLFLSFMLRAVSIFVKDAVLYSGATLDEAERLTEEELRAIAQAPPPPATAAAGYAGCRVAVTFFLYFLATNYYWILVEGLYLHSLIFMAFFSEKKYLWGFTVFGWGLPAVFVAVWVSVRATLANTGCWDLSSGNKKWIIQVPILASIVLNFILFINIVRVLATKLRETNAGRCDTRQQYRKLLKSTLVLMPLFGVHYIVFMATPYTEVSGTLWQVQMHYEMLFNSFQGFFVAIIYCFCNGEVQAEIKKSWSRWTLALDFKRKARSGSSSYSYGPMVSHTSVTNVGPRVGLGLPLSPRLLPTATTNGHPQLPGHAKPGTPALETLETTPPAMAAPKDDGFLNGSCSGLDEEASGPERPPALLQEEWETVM
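HEK-293-derived GP2 cells expressing PTHR1 and a GloSensor cAMP reporter, 3,000/well, plated overnight, given luciferin plus IBMX (each 0.5 mM as added) for 1 h at 37 °C, then compound for 1 h at 37 °C. Luminescence was read after 15 min at room temperature.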
Abeta rescue = qHTS for compounds that reverse cellular toxicity of Amyloid beta (A-beta) peptide in yeast: Primary Screen; yeast expressing A-beta42, growth rescue, OD600, 48 h; response scale: 0% DMSO, 100% iron-clioquinol control; 0.063% of 410,000 active; Potency, µM (series often up to 46.1 µM), for inactives: top-dose growth rescue, usual class: activators; note: potency is the fitted concentration of half-maximal effect; nearly all actives have a fitted effect of over 55% in size
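Growth rescue measured by 600 nm absorbance after 48 h yeast culture at 30 C with compound. Values normalized between DMSO and an equimolar ferric chloride plus clioquinol control.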
FUS yeast rescue = qHTS for Suppressors of FUS Proteinopathy: Primary screen using FUS-linked yeast assay; 0.24% of 390,000 active; S. cerevisiae FUS-expressing, growth rescue, OD600, 24 h; Potency, µM (series often up to 76.6 µM), for inactives: at the top dose growth rescue (activation), hits mostly activators;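 note: potency is the fitted concentration of half-maximal effect; plate controls were DMSO vehicle for no effect and reference control for full effect; nearly all actives have a fitted effect of over 55% in size; some results filed as inactive show a strong effect at the top dose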
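Compound concentration series was pinned onto galactose-induced FUS-expressing yeast seeded at OD 0.005. Plates sat 24hr at 30C; absorbance at 600 nm gave growth. DMSO served as background control.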
TDP43 rescue = qHTS of TDP-43 Inhibitors. 1.8% of 410,000 active. TDP-43 expressing yeast growth rescue, BacTiter-Glo, 24 h. Potency, µM (titrated, usually from 46.1 µM), for inactives: top-dose growth rescue (activation), hits mostly activators; note: potency is the fitted concentration of half-maximal effect; % of control where 0% means no effect; nearly all actives have a fitted effect of over 50% in size
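Yeast cells expressing TDP-43 under galactose induction are exposed to compounds for 24 hr at 30 deg C. BacTiter-Glo luminescence measures growth, so protective compounds score as activators.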
* marks the source's active call; other numbers are inactive results; i = inactive; ? = inconclusive; / = not tested or not shown; & = joins results of further samples; [ ] = another dose, or the depositor's remark. Unless noted, calls come from the whole dose curve; as a rule, active = well fitted curve in the direction sought with a large enough effect; inconclusive = small, poorly fitted or top-dose-only effect, or another doubt; inactive = no such curve, though single readings can be large; an effect the other way counts as inactive or inconclusive. A portion of the library; the hit share may differ from the screen's.

SMILES | Akt phos inh | aSyn rescue | GLP-1R inv ag | Mm-Cpn inhibitor | GLP1R cytotox | PTHR1 ag | Abeta rescue | FUS yeast rescue | TDP43 rescue
O=C1C(=O)N(O)C2CCCCC2N1O (configuration not stated) | i | 4% | 16% | 1% | -3% | i | 25% | / | 19%
CCCCCC(=O)N1C[C@@H](O)[C@H](n2cc(-c3ccc(F)cc3)nn2)C[C@@H]1c1ccc(OC)cc1 | i | 0% | -55% | / | -5% | -14% | 8% | 31% | 29%
O=C(O)c1ccc(N=Nc2c(-c3ccccc3)[nH]oc2=O)cc1 | i | 10% | 33% | 2% | -7% | -18% | 8% | -16% | -6%
O=C(NCCc1cccs1)C(c1ccccc1)c1ccccc1 | i | 0% | ? | -1% | -22% | i | 12% | -1% | -14%
O=C(Oc1ccc(Cl)cc1)c1ccc2nccnc2c1 | i | -1% | 1% | 0% | -2% | i | -10% | 19% | -11%
CCC1(CC(C)C)SC(N)=NC1=O (configuration not stated) | i | -1% | 4% | / | -13% | i | 10% | / | 14%
Cc1ccc(Cn2c(C(=O)O)c(CNCc3ccc(OC(C)C)cc3)c3ccc(C)cc32)cc1 | / | / | 13µM* | / | ? | -3% | -6% | ? | 4%
COc1ccc(C(=O)N=c2sc3c(C)ccc(OC)c3n2C)cc1OC | i | 3% | 77%[activator] | -9% | 0% | -21% | -4% | -2% | 8%
CC(C)NC(=O)C1(C)CCCN1Cc1csc2ccccc12 (configuration not stated) | i | -2% | -25% | / | 6% | -5% | -20% | -10% | 5%
Cc1ccc(C)c(OCC(=O)Nc2ccc(S(=O)(=O)Nc3ccccn3)cc2)c1C | i | -1% | ? | 0% | -14% | -19% | 3% | 25% | 14%
O[C@H]1CN(Cc2cccs2)[C@@H](c2ccccc2)C[C@@H]1n1cc(C2CC2)nn1 | i | 1% | -37% | / | 3% | -15% | -3% | 4% | 0%
CCn1c2ccccc2c2nnc(SCC(=O)N(C)C3CCS(=O)(=O)C3)nc21 (configuration not stated) | i | -1% | 12% | -1% | 3% | i | -2% | / | -25%
CCCc1cc(=O)[nH]c(Nc2ccc(O)cc2)n1 | i | 0% | 5% | 0% | 2% | -14%[57.5 µM] | 14% | 18% | -22%
CC1(C(=O)NS(=O)(=O)c2ccc(Br)cc2)CCN1C(=O)CCc1cccs1 (configuration not stated) | i | 4% | -2% | / | -2% | i | 4% | 2% | 22%
O=S1(=O)CC(NCc2ccccc2)C(Nc2ccccc2)C1 (configuration not stated) | i | -1% | 19% | 2% | 6% | i | 6% | -10% | -12%
Cc1c(Cl)cccc1N=C1NC(=O)CS1 | i | 20% | 11% | / | -12% | i | 4% | -17% | 14%
CN(NS(C)(=O)=O)c1ncc(C(F)(F)F)cc1Cl | i | 0% | 0% | -9% | -5% | i | -24% | 3% | -15%[0.397 µM]
COc1cccc(N2CCN(Cc3nc(N)nc(N4CCCc5ccccc54)n3)CC2)c1 | i | 5% | ? | -2% | -10% | -17% | 9% | 9% | 18%
Cc1ccc(Cc2nc(-c3ccccn3)no2)cc1 | i | 9% | -12% | 1% | 1% | -13%[57.5 µM] | 7% | -15% | 20%
CCc1ccccc1NC(=O)CSc1nnc(-c2cc(OC)c(OC)c(OC)c2)o1 | / | / | 5% | / | -5% | i | -14% | 33% | -10%

4 entries picked at random from the list so far, as already listed:
SMILES | Akt phos inh | aSyn rescue | GLP-1R inv ag | Mm-Cpn inhibitor | GLP1R cytotox | PTHR1 ag | Abeta rescue | FUS yeast rescue | TDP43 rescue
CCn1c2ccccc2c2nnc(SCC(=O)N(C)C3CCS(=O)(=O)C3)nc21 (configuration not stated) | i | -1% | 12% | -1% | 3% | i | -2% | / | -25%
Cc1ccc(Cc2nc(-c3ccccn3)no2)cc1 | i | 9% | -12% | 1% | 1% | -13%[57.5 µM] | 7% | -15% | 20%
COc1cccc(N2CCN(Cc3nc(N)nc(N4CCCc5ccccc54)n3)CC2)c1 | i | 5% | ? | -2% | -10% | -17% | 9% | 9% | 18%
Cc1c(Cl)cccc1N=C1NC(=O)CS1 | i | 20% | 11% | / | -12% | i | 4% | -17% | 14%

Further entries.
SMILES | Akt phos inh | aSyn rescue | GLP-1R inv ag | Mm-Cpn inhibitor | GLP1R cytotox | PTHR1 ag | Abeta rescue | FUS yeast rescue | TDP43 rescue
COc1cccc(-c2nc(NC(C)(C)C)c3ccccc3n2)c1O | i | -11% | -22% | 0% | -16% | i | -19% | 26% | ?
O=C(Nc1ccc(OCc2ccccc2)cc1)c1cccc([N+](=O)[O-])c1 | i | -3% | -20% | 2% | 2% | -12% | -5% | -15% | 5%
Cc1cccc(NC(=O)Cn2cnc(S(=O)(=O)N3CCCC3)c2)c1C | i | 0% | 14%&1% | 1% | 4%&-2% | 7% | 1%&-11% | 22%&10% | -16%&29%
COc1ccc(-c2noc(C3CCCN(C(=O)CCc4ccccc4)C3)n2)cc1 (configuration not stated) | i | -3% | ? | -1% | -27% | -42%[inhibitor] | -10% | 49% | 21%
CCOc1ccc(CCNC(=O)c2ccc3nc(N4CCOCC4)sc3c2)cc1OCC | i | -4% | 17% | 4% | 2% | -25% | -15% | 11% | -29%
O=C(CCc1ccccc1)c1c(O)cc(O)cc1O | i | -17% | ? | 4% | 0% | -49%[inhibitor] | 7% | -3% | 0%
Cc1ccc(N2CC(C(=O)NCCC(C)C)CC2=O)cc1 (configuration not stated) | i | 6% | 2% | 0% | -17% | i | -8% | / | -14%
CC(C)CCC(CC(C)O)C(=O)NNC(=S)Nc1ccccc1 (configuration not stated) | i | -1% | -13% | 1% | -13% | i | 25% | 9% | 15%
COc1ccccc1NS(=O)(=O)c1cc(NC(=O)c2sccc2C)ccc1N1CCOCC1 | i | -7% | 12% | -9% | 1% | 29% | -33%[inhibitor] | 16% | 13%
Cc1noc(C)c1C(=O)Nc1c(F)cc(F)cc1Br | i | 0% | -5% | 1% | -1% | -12%[57.5 µM] | 14% | 4% | -13%
Cc1cccnc1NC(=O)c1ccc2c(c1)OCCO2 | i | 0% | 2% | -2% | 5% | i | 6% | 5% | 9%
Cc1ccc(OCC(=O)Nc2ccc(-c3nc4ccc(C)cc4o3)cc2)cc1 | / | -6% | -1% | / | -3% | -54%[inhibitor] | 12% | -16% | 23%
CCN(Cc1ccccc1)C(=S)Nc1cc(C(=O)OC)ccc1C(=O)OC | i | 0% | -18% | -1% | 0% | i | -5% | / | -5%
CC(C)(C)OC(=O)NCc1ccc(NC(=O)c2nc[nH]c2C(=O)N[C@@H](Cc2ccccc2)C(=O)OCc2ccccc2)cc1 | i | 1% | ? | -2% | ? | -15% | 3% | 19% | 7%
Cc1c(C(=O)N2CCC(C)CC2)sc2ncnc(N3CCN(c4ccccc4)CC3)c12 | i | 1% | 23% | 0% | 21% | i | 15% | / | ?
C[C@H](NC(=O)c1nc[nH]c1C(=O)N[C@@H](Cc1ccccc1)C(=O)OC(C)(C)C)C(=O)OC(C)(C)C | i | 6% | ? | -1% | -27% | -70%[inhibitor] | 5% | ? | -2%
CC(OC(=O)C1CC1)C(=O)Nc1cc(C(F)(F)F)ccc1Cl (configuration not stated) | i | -14% | 2% | -6% | -15% | i | -2% | -10% | ?
COc1ccc(C)cc1NC(=O)C1CCN(S(=O)(=O)Cc2ccccc2)CC1 | / | / | 5% | / | -7% | -7% | 8% | 0% | 18%
CCNC(=O)NC(=O)CSc1ccc(S(=O)(=O)N2CCOCC2)cn1 | i | -2%[1.84 µM] | 7% | -2% | 14% | i | -6% | 24% | 1%
O=S(=O)(c1ccc(F)cc1)N1CCCC(c2nc(-c3ccc(F)cc3)no2)C1 (configuration not stated) | i | -8% | ? | 0% | -1% | -28% | 3% | 16% | ?
Cc1ccc(CNC(=O)c2ccc(NC(=O)C3=CSCCO3)cc2)cc1 | / | 2% | 16% | 0% | -3% | -8% | -10% | -7% | 15%
O=C(Nc1ccc2c(c1)OCCO2)C1CCN(c2nnnn2-c2ccccc2)CC1 | i | 7% | -19% | -1% | 7% | -18%[57.5 µM] | 15% | ? | -3%
Cn1c(=O)cc(SCC(=O)NCc2ccco2)c2ccccc21 | i | -1% | 51%[activator] | 2% | -15% | -1% | 13% | -5% | 1%
COc1ccc(C(NC(=O)CN2C(=O)NC3(CCc4ccccc43)C2=O)c2ccccc2)cc1 (configuration not stated) | i | -2% | ? | 0% | 4% | -11% | -14% | ? | -10%
Cc1ccc(OCC(=O)N/N=C/c2c[nH]c3ccccc23)c([N+](=O)[O-])c1 | i | -7% | ? | -2% | 3% | i | 4% | 2% | 11%
O=C(CCN1N=C(c2ccccc2)CCC1=O)NCC1COc2ccccc2O1 (configuration not stated) | i | 3% | -5% | 3% | 10% | -1% | -7% | 17% | 4%
Cc1ccc(SCC(=O)OCC(=O)NC(C)c2ccc(Br)cc2)cc1 (configuration not stated) | i | 3% | 8% | -2% | 4% | 7% | -7% | 1% | -16%
Cc1[nH]c2ccccc2c1Cc1n[nH]c(=S)n1C | i | -8% | 15% | -1% | 0% | -32% | 6% | 18% | -11%

Assay outcomes: PubChem BioAssay, National Center for Advancing Translational Sciences (NCATS)
